Pf growth 96h: P. falciparum growth inhibition at 96 hours | hit rate 6.9% among 320,000 | P. falciparum luciferase reporter growth, 96 h | Potency, µM (series often up to 28.7 µM), for the others: at the top dose activity change, negative = inhibition, actives largely listed as inhibitors; note: potency is the fitted concentration of half-maximal effect; % is set by controls: 0 for no effect and ±100 for the full control effect
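Erythrocytes infected with luciferase-expressing P. falciparum were dispensed at 2% hematocrit and 0.05% parasitemia (final), then incubated with compounds 96 hours at 37 C in 5% CO2. Luminescence after detection reagent addition reported growth.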
Pf growth 48h: P. falciparum growth inhibition at 48 hours (one generation) | Potency, µM (highest dose often 28.7 µM), for the others: top-dose activity change, negative = inhibition, actives largely listed as inhibitors | P. falciparum luciferase growth in erythrocytes, 48 h | AID 504832 | hit rate 5.9% among 310,000; note: potency is the fitted concentration of half-maximal effect; % is set by controls: 0 for no effect and ±100 for the full control effect
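First compound was added to culture medium, then infected red cells at 0.1% parasitemia and 2% hematocrit (final). After incubation at 37 C under 5% CO2, luciferase detection reagent was dispensed and light output recorded.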
HCV inhibitor: HCV inhibition | Potency, µM (titrated, usually from 41.8 µM), for the others: at the highest dose activity change, negative = inhibition, usual class: inhibitors | hit rate 3.4% among 340,000 | Huh7.5.1 HCVcc-Cre infection, luciferase reporter, 44 h | AID 651820; note: potency is the fitted concentration of half-maximal effect; % is set by controls: 0 for no effect and ±100 for the full control effect
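After 44 h co-culture of compound, cells and HCVcc-Cre (~0.5 moi), substrate is added for 15 min at room temperature and luciferase measured over 15 sec. Cells were seeded at 1,000/well and pre-cultured 4 h.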
Shiga inhibitor: Shiga toxin inhibition | hit rate 9.2% among 290,000 | Vero cells, Shiga toxin protein synthesis inhibition reporter | inhibition, % at 38.7 µM; in the data active = inhibition mostly above about 28%, no sharp cut-off; inactive = mostly below about 43%; note: 0% is about no effect
Giardia FBPA inh: blocks Giardia fructose-bisphosphate aldolase activity. A8B2U2. hit rate 0.71% among 290,000. purified Giardia FBPA. Potency, µM (series often up to 59.6 µM), for the others: top-dose activity, negative = inhibition, actives largely listed as inhibitors; note: potency is the fitted concentration of half-maximal effect; % is set by controls: 0 for no effect and ±100 for the full control effect; nearly all actives have a fitted effect of over 55% in size
Target sequence (A8B2U2 whole entry, looked up): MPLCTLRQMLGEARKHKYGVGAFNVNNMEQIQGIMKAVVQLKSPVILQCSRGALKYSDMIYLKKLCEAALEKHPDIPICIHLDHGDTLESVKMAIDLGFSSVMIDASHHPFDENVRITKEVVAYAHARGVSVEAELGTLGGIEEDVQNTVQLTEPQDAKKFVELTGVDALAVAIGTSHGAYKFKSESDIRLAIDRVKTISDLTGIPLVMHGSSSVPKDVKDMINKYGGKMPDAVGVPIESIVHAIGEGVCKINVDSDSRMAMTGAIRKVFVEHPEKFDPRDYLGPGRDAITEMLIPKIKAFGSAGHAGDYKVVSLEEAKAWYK
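40 nM FBPA preincubated 10 min at RT with compound (up to 57.5 uM final), then substrate plus GAPDH/TPI/NAD/arsenate coupling and diaphorase/resazurin added. Fluorescence read after 20 min at RT, 525/598 nm.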
CHX counter: counter-screen hit for Shiga toxin inhibitors, cycloheximide | hit rate 12% among 300,000 | max response, % | cell reporter, cycloheximide protein synthesis inhibition counterscreen; in the data active = max response mostly above about 13%, no sharp cut-off; inactive = mostly below about 14%; note: read at 38.3 µM for the half of the compounds with a filed dose; 0% is about no effect
Active calls of the source: *; i = inactive; ? = inconclusive; · = not tested or not shown; & = joins results of further samples; [ ] = remark or other dose. Unless noted, calls come from the whole dose curve; as a rule, active = well fitted curve in the direction sought with a large enough effect; inconclusive = small, poorly fitted or top-dose-only effect, or another doubt; inactive = no such curve, though single readings can be large; an effect the other way counts as inactive or inconclusive.

SMILES	Pf growth 96h	Pf growth 48h	HCV inhibitor	Shiga inhibitor	Giardia FBPA inh	CHX counter
N#Cc1ccc(OCC(=O)N/N=C2/CC(c3ccccc3)Oc3ccccc32)cc1 (stereo unspecified)	?	-7.8%	4.9%	-20.4	-0.5%	-2.0
O=C(c1cc(COc2ccc(F)c(F)c2)on1)N1CCN(C/C=C/c2ccccc2)CC1	-7.5%	?	?	44.7*	-8.5%	36.7*
CNC(=S)Nc1ccc(Nc2ccccc2)cc1	82.9%[activator]	44.4%[activator]	-7.7%	26.4	-2.6%	19.5*
CCC(C)(C)NC(=O)C(c1ccc(OC)cc1)N(C(=O)CCC(=O)Nc1cc(C)on1)c1ccc2c(c1)OCCO2 (stereo unspecified)	?	?	5.3%	6.7	-1.4%	-2.2
CC/C(=N\NC(=O)C(N)=O)c1ccccc1O	11.9%	-22.7%	?	4.7	?	-0.3
CCC(OC(=O)c1nsc(Cl)c1Cl)C(=O)NC(C)(C)CC (stereo unspecified)	-22.8%	10.3%	9.8%	-4.9	4.9%	7.8
COc1ccc(S(=O)(=O)N2CCSCC2)cc1C(N)=O	?	15.4%	1.4%	-5.9	1.4%	-1.5
O=C(NC1CCCCC1)c1ccc(S(=O)(=O)N2CCCCC2)cc1	20.6%	?	-8.0%	22.0	-0.3%	7.4
Cn1c(=O)n(C)c2cc([N+](=O)[O-])c(N3CCN(C(=O)c4ccccc4)CC3)cc21	55.5%[activator]	?	?	-24.4	-2.6%	1.3
Cc1nnc(SCC(=O)Nc2nccs2)o1	13.1µM*	?	10.5%	-28.2	·	3.8
COc1ccccc1C1C2=C(CCCC2=O)N(CC(=O)O)C2=C1C(=O)CCC2	?	-3.4%	5.7%	-15.2	0.8%	-1.5
O=C(NCC1COc2ccccc2O1)Nc1ccccc1F (stereo unspecified)	11.3%	2.9%	-16.2%	28.0	-5.2%	9.5
Cc1ccc2sc(NC(=O)c3ccc(N4C(=O)CCC4=O)cc3)nc2c1C	25.6%	1.6%	?	-11.8	3.6%	-1.7
O=C1COc2ccccc2N1Cc1ccc(Cl)cc1	-14.0%	-13.3%	-4.4%	-18.5	4.0%	1.2
CS(=O)(=O)N1CCc2cc(S(=O)(=O)N3CCCCC3)ccc21	-2.9%	5.9%	-5.8%	-4.5	-1.4%	-3.0
CC(C)CCN1CCN(CCCn2cccn2)CC1CCO (stereo unspecified)	-2.0%	44.7%[activator]	15.1%	3.6	-1.3%	6.0
Cc1cc(=O)[nH]c(CN2CCC(c3ccccc3)CC2)n1	26.1%	4.5%	-7.1%	12.7	-12.9%	3.4
CC(C)C1Nc2c(O)cc(Cl)c([N+](=O)[O-])c2C2C=CCC21 (stereo unspecified)	-8.3%	-4.0%	0.8%	-4.8	0.4%	-2.9
CCC(=O)Nc1cccc(NC(=S)NC(=O)Cc2ccccc2)c1	22.6%	8.2%	-8.0%	-19.6	-1.4%	-3.5
COCCn1c(SCc2cccc(F)c2)nc2cc(C(=O)OC)ccc2c1=O	?	?	3.5%	28.0	4.4%	-1.0
COc1ccc(C2=NN(C(=O)CSc3nc(=O)n4cccc(C)c4n3)C(c3ccc(C)cc3)C2)cc1 (stereo unspecified)	?	11.7µM*	?	·	·	·
Cc1ccc2nc(-c3cccc(Br)c3)cc(C(=O)NC3CC3)c2c1	?	4.65µM*	1.2%	-13.0	-1.8%	0.9
CN(C)c1ccc(N/C(N)=N/c2nc(C(F)(F)F)cc(C(F)(F)F)n2)cc1	?	-10.6%	-6.8%	14.5	-19.0%	22.0
O=C(NC1CCSc2ccccc21)c1ccc(F)cc1 (stereo unspecified)	-7.9%	28.9%	-7.1%	4.0	·	2.2
Fc1ccccc1NC(=S)NC1CCCC1	?	19.7%	-17.2%	11.5	-6.0%	11.4
COC(=O)C1=C(c2ccc(S(C)(=O)=O)cc2)C[C@@H]2CC[C@H]1N2C	50.0%[activator]	-10.1%	17.9%	·	·	·
O=C(COC(=O)c1cc(S(=O)(=O)N2CCCCC2)ccc1N1CCOCC1)c1ccccc1	?	8.28µM*	-8.7%	·	·	·
Cc1onc(-c2ccncc2)c1C(=O)O	34.6%	14.2%	15.2%	54.9*	1.3%	26.9*
O=c1cc(CSc2ccc([N+](=O)[O-])cc2)nc2sccn12	?	49.0%[activator]	1.1%	68.2*	-3.9%	19.9
COc1cc(NC(=O)/C=C/c2ccccc2)c(C(=O)O)cc1OC	35.3%[activator]	2.6%	13.2%	9.7	-5.8%	0.4
CC[C@H](C)[C@H](NC(=O)[C@H](C)NC(=O)[C@H](Cc1cnc[nH]1)NC(=O)[C@@H]1CCCN1C(=O)CNC(=O)[C@H](CC(C)C)NC(=O)[C@H](CC(C)C)NC(=O)[C@H](Cc1ccc(O)cc1)NC(=O)CNC(=O)[C@H](C)NC(=O)[C@H](CO)NC(=O)[C@H](CC(N)=O)NC(=O)[C@H](CC(C)C)NC(=O)[C@@H](NC(=O)[C@H](Cc1c[nH]c2ccccc12)NC(=O)CN)[C@@H](C)O)C(=O)O	·	·	·	-6.6	-0.2%	-4.8
CSCCC(NS(=O)(=O)c1ccc2c(c1)Cc1cc(S(=O)(=O)NC(CCSC)C(=O)O)ccc1-2)C(=O)O (stereo unspecified)	-1.5%	5.8%	17.6%	-1.0	21.2%	5.3
O=C(CSc1nc(=O)n(CCCN2CCOCC2)c2c1CCC2)Nc1ccc(F)cc1	1.4%	?	-2.1%	·	·	·
O=C(Nc1ccccc1)N1N=C(c2cccs2)CC1c1cccs1 (stereo unspecified)	-2.7%	18.7%	-23.5%	7.5	-17.4%	-1.5
COc1ccc(S(=O)(=O)N(CCN2CCOCC2)Cc2cc(OC)ccc2OC)cc1	·	?	1.9%&-15.1%	1.8	2.9%	-4.2
CC(=O)Nc1nc(C)c(CCCOc2ccc([N+](=O)[O-])cc2)c(=O)[nH]1	?	81.7%[activator]	6.3%	-1.6	7.7%	-3.7
Cc1cc2ccccc2n1CCNC(=O)C1CCCC1	?	-8.8%	-3.7%	-7.3	-0.1%	-1.8
Cc1ccc(NC(=O)CCNC(=O)c2ccco2)cc1F	23.0%	3.2%	23.6%	25.7	-0.2%	12.8*
CC1CN(Cc2cc(=O)oc3cc(O)c(Cl)cc23)CC(C)O1 (stereo unspecified)	-8.0%	10.6%	10.2%	-2.7	20.9%	-5.2
CCCNC(=O)C(CC)NS(=O)(=O)c1ccc(OC)cc1 (stereo unspecified)	27.8%	10.1%	4.6%	-14.3	-0.4%	-0.9
CCOC(=O)c1c(C)oc2c1c(C=NCCO)c(O)c1ccccc12	13.1µM*	?	-8.1%	43.8	1.99µM*	28.1*
Nc1ccc(C(=O)N2CCN(S(=O)(=O)c3ccc4c(c3)OCCO4)CC2)cc1[N+](=O)[O-]	-27.7%	-18.6%	?	-31.7	·	-3.7
Clc1ccc(CN=C2Nc3ccccc3CS2)cc1	i	209.1%[activator]	-5.2%	64.1*	-0.1%	33.7*
CCN(Cc1ccccc1)S(=O)(=O)c1cc2c3c(c1)CCN3C(=O)CC2	-27.2%	-3.7%	18.5%	·	·	·
CC(Nc1cc(N2CCNCC2)ccc1[N+](=O)[O-])c1ccccc1 (stereo unspecified)	34.6%[activator]	-24.8%	3.55µM*	9.2	2.9%	6.0
CC(=O)N(C1=C(N2CCOCC2)C(=O)c2ccccc2C1=O)c1ccc(C(=O)O)cc1	0.415µM*	1.04µM*	13.0%	-10.6	?	-5.1
Cc1c(Cl)cccc1NC(=O)CC1SCCNC1=O (stereo unspecified)	·	1.4%	18.1%	10.9	1.0%	0.3
CCOC(=O)CSc1nc2ccccc2n1C(=O)OCC	49.3%[activator]	36.0%[activator]	10.0%	14.3	4.4%	-0.8
Cc1cc(C)c2nc3sc(C(=O)N4CCOCC4)c(N)c3cc2c1	·	247.7%[activator]	?	100.9*	?	28.6*
CCCCNC(=O)CSc1nc2ccc(Nc3nc(N4CCOCC4)nc(N4CCOCC4)n3)cc2s1	8.28µM*	?	?	0.9	5.6%	1.5
COc1ccc(C2CC(c3ccccc3)=NN2c2ccc(S(N)(=O)=O)cc2)cc1OC (stereo unspecified)	?	?	-29.3%	-10.9	-11.6%	7.2
Cc1csc(NC(=O)CCNS(=O)(=O)c2ccc3c(c2)c(=O)n(C)c(=O)n3C)n1	214.6%[activator]	-21.1%	·	-4.5	11.5%	4.7
CCOc1ccc(C(=O)N/N=C/c2cc([N+](=O)[O-])cs2)cc1	24.2%	-2.4%	-4.4%	28.5	8.1%	8.1
C=CCN(C(=O)CNC(=O)c1ccco1)C(C(=O)NC1CCCCC1)c1ccc(OC)cc1OC (stereo unspecified)	10.3%[5.75 µM]	0.0%	-2.5%	-7.4	2.3%	-3.6
CCn1c(O)c(N=NC(=O)c2cccnc2)c2cc(Br)ccc21	?	10.4µM*	?	-10.9	1.8%	-1.8
O=C(NCc1cccnc1)c1cccnc1Sc1ccc(Cl)cc1	-0.7%	?	23.1%	-6.2	-0.2%	5.2
O=C(Nc1nccs1)c1ccc([N+](=O)[O-])cc1	116.2%[activator]	93.0%[activator]	-22.1%	30.4	1.8%	17.1
Cc1cc(C)nc(N2CCN(C(=O)CCC(=O)Nc3nnc(C(C)C)s3)CC2)n1	-8.4%	-10.3%	21.2%	2.4	6.7%	-2.6
COc1cc(NC(=O)c2ccccc2)cc(OC)c1	·	·	?	48.4	-0.2%	29.9*
CCN(Cc1ccncc1)C(=O)CSc1ccc2ccccc2c1	6.6%	-3.7%	2.7%	19.6	-2.5%	10.7

Some of the entries above in another layout.
mol | Pf growth 96h | Pf growth 48h | HCV inhibitor | Shiga inhibitor | Giardia FBPA inh | CHX counter
CC(=O)Nc1nc(C)c(CCCOc2ccc([N+](=O)[O-])cc2)c(=O)[nH]1 | ? | 81.7%[activator] | 6.3% | -1.6 | 7.7% | -3.7
Cc1nnc(SCC(=O)Nc2nccs2)o1 | 13.1µM* | ? | 10.5% | -28.2 | · | 3.8

Remaining list, next part.
SMILES	Pf growth 96h	Pf growth 48h	HCV inhibitor	Shiga inhibitor	Giardia FBPA inh	CHX counter
O=C(NC1CCN(Cc2ccccc2)C1)c1cc(COc2ccc(F)cc2F)on1 (stereo unspecified)	?	?	-16.7%	17.0	1.6%	4.3
COc1ccc(N2CCN(C(=O)c3ccc(NS(=O)(=O)c4ccc(F)c(F)c4)cc3)CC2)cc1	?	-14.4%	-8.8%	80.6	0.9%	7.9
O=C(Cn1nc(-c2ccccc2F)ccc1=O)NCc1ccc2c(c1)OCO2	?	5.0%	16.2%	38.9	10.2%	0.1
CC(C)(C)OC(=O)[C@H](Cc1ccccc1)NC(=O)c1nc[nH]c1C(=O)N[C@@H](Cc1ccccc1)C(=O)OC(C)(C)C	?	11.7µM*	?	-7.5	-17.3%	-4.7
N#C/C(=C\C=C\c1ccccc1[N+](=O)[O-])C(=O)NC1CCCCC1	?	?	?	20.0	-8.6%	-3.2
COc1ccc2c(C)cc3n[nH]c(=S)n3c2c1	55.6%[activator]	5.2%	0.4%	14.1	1.3%	3.7
COc1ccc(NC(=O)C(=O)NCCC2=CCCCC2)c(OC)c1	86.9%[activator]	26.8%	0.0%	-4.0	1.5%	-0.2
Cc1cc(C)n(CC(=O)N2c3ccccc3Sc3ccc(C(F)(F)F)cc32)n1	?	10.4µM*	?	-19.5	-4.1%	-5.1

Record cards (already shown). Order of screens: Pf growth 96h | Pf growth 48h | HCV inhibitor | Shiga inhibitor | Giardia FBPA inh | CHX counter
Entry for COc1ccc(S(=O)(=O)N2CCSCC2)cc1C(N)=O = ? | 15.4% | 1.4% | -5.9 | 1.4% | -1.5
Entry for Cc1cc(C)nc(N2CCN(C(=O)CCC(=O)Nc3nnc(C(C)C)s3)CC2)n1 = -8.4% | -10.3% | 21.2% | 2.4 | 6.7% | -2.6
Entry for Clc1ccc(CN=C2Nc3ccccc3CS2)cc1 = i | 209.1%[activator] | -5.2% | 64.1* | -0.1% | 33.7*
Entry for COc1cc(NC(=O)c2ccccc2)cc(OC)c1 = · | · | ? | 48.4 | -0.2% | 29.9*

Screening data (PubChem)
